# Screening results as filed in PubChem BioAssay.
# cardiac RTF act = cardiac RTF calcium sensitivity activators, primary screen, biochemical, IANBD-TnC fluorescence, EC20 calcium | AID 493008, 2010 | activation, % at 7.2 µM | 340,000 tested, 0.24% active | Troponin I, cardiac muscle (Homo sapiens) + Troponin T, cardiac muscle (Homo sapiens) + … | IANBD-labeled TnC RTF fluorescence at EC20 calcium; 0% EC20 calcium, 100% full calcium;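 active = activation above the mean over all tested compounds plus 3 SD, cut at about 30% in these data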;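 note: rise in fluorescence read as greater calcium sensitivity of cardiac thin filaments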
# Cardiac RTF inh = cardiac RTF calcium sensitivity inhibitors, primary screen, biochemical, IANBD-TnC fluorescence, EC70 calcium | IANBD-labeled cardiac RTF, Ca2+ fluorescence | inhibition, % at 7.15 µM | 340,000 tested, 0.12% active;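 active = inhibition above the mean inhibition of all tested compounds plus 3 SD, cut at about 17% in these data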;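 note: assay run at fixed EC70 calcium of 1.6 mM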
# Keap1-Nrf2 PPI = Keap1-Nrf2 protein-protein interaction inhibitors, primary screen, biochemical, fluorescence polarization, single point. Kelch-like ECH-associated protein 1 (Homo sapiens), Q14145. Keap1 Kelch-Nrf2 peptide fluorescence polarization, 1536-well. inhibition, % at 9.4 µM. 340,000 tested, 0.15% active; in the data active = inhibition above about 12%; inconclusive = no clear call, values can overlap the other calls; inactive = below about 7.3%;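 note: human Keap1 Kelch domain with fluorescein labeled Nrf2 9mer peptide probe; 0% = neutral control wells and 100% = peptide positive control; higher means more block of Keap1 binding to Nrf2 peptide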
# V-ATPase pHluor = regulators of yeast V-ATPase proton pumping, primary screen, pHLuorin cytosolic pH fluorescence | 350,000 tested, 0.37% active | S. cerevisiae | response, % at 10 µM; in the data active = response mostly above about 7.3%, no sharp cut-off; inactive = mostly below about 5.4%; note: actives read high; inactives centre near 0; some compounds called inactive have numbers as strong as hits; reference of the scale not given here
# Arr AP2 block = inhibitors of beta-arrestin/AP2 binding, primary screen, biochemical, GPCR trafficking, flow cytometry; 340,000 tested, 0.31% active; AID 504490, 2011; FITC-arrestin peptide / GST-AP2 beads; AP2 beta2 appendage carries R879A mutation; inhibition, % at 10 µM; beta-arrestin 1 C-terminal peptide binding to AP2 beta2-adaptin appendage (human);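 active = inhibition above a set limit, near 3 SD of compounds lacking own fluorescence, cut at about 54% in these data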;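 note: plate controls were DMSO wells for no effect and 5 µM unlabelled arrestin peptide for full effect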
#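 System: GST-AP2 R879A bound to glutathione beads, E. coli-expressed. Also added: 50 nM FITC-arrestin peptide. Schedule: compound with beads 12 min RT, then probe 1 h RT. Signal: bead flow cytometry, FITC channel. Read-out basis: percent response.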
# OPRM1-OPRD1 inv = inverse agonists of MOR-DOR heterodimerization, primary screen, cell-based, luminescence; AID 504357, 2011; cell-based MOR-DOR heterodimer luminescence, inverse agonism; inhibition, % at 9.3 µM; Mu-type opioid receptor (Homo sapiens) + Delta-type opioid receptor (Homo sapiens), …; 340,000 tested, 0.21% active; in the data active = inhibition above about 22%, passing the limit was not always enough;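 note: 0% = cells with DMSO and 100% = wells without cells with DMSO; values of inactives mirror those of a sister screen read the other way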
# Target sequence (P35372 whole entry, looked up): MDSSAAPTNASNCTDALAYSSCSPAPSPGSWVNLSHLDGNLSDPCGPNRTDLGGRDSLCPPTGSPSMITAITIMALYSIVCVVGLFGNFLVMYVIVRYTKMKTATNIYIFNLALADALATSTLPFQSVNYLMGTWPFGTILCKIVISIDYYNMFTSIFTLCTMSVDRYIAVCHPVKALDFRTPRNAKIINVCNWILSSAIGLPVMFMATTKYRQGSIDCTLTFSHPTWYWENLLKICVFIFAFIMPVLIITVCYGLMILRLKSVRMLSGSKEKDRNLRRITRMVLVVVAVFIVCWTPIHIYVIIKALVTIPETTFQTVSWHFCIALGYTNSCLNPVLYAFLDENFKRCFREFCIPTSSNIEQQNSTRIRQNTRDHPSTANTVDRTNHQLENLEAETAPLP
# Target sequence (P41143 whole entry, looked up): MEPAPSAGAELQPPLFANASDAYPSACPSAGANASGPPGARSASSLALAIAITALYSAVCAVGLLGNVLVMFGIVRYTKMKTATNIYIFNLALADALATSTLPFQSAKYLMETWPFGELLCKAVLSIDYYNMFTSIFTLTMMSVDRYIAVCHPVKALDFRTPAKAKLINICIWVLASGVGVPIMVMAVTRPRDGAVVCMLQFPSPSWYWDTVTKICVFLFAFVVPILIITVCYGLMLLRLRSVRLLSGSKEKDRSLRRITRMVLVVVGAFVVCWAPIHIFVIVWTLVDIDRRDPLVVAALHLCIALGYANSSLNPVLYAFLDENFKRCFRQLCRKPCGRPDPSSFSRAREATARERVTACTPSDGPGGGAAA
# Wnt bcat act = Wnt/beta-catenin pathway activators, primary screen, cell-based, plate reader, single point; Wnt/beta-catenin reporter cell assay, activator; activation, % at 9.35 µM; 300,000 tested, 1.2% active; in the data active = activation above about 30%, passing the limit was not always enough; inconclusive = no clear call, values can overlap the other calls;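 note: 0% = neutral control wells and 100% = positive control wells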
# Pemphigus Ab inh = inhibitors of pemphigus antibody binding to DSG3, primary screen, biochemical, bead-based, flow cytometry, scFv-GFP; binding (percent of control), % at 10 µM; DSG3-coupled beads, scFv-anti-DSG3-GFP binding; active compounds read low; 310,000 tested, 0.48% active;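 active = binding more than 3 SD below its plate's average and above zero; inconclusive = below that plate limit but binding exactly zero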;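 note: hits lower antibody fragment binding to DSG3; some compounds called inactive have numbers as strong as hits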
# MOR-DOR ag = agonists of OPRM1-OPRD1 heterodimerization, primary screen, cell-based, luminescence. cells. 340,000 tested, 0.3% active. Mu-type opioid receptor (Homo sapiens) + Delta-type opioid receptor (Homo sapiens), …. activation, % at 9.3 µM. AID 504326, 2011; in the data active = activation above about 18%;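 note: 0% = vehicle-treated cells and 100% = reference agonist; values of inactives mirror those of a sister screen read the other way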
# LANA DNA inh = inhibitors of KSHV C-LANA binding to DNA, primary screen, biochemical, fluorescence polarization, FAM-LBS DNA, MBP-C-LANA, single point; inhibition, % at 9 µM; Kaposi's sarcoma herpesvirus LANA C-terminal domain (residues 932-1162) DNA binding; 340,000 tested, 0.078% active;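 active = highest replicate inhibition at or above 60% at 9 µM, even if other replicates fall short; inactive = all replicates below 60% inhibition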;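 note: 0% = neutral control wells and 100% = 4 µM acridine orange control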
# Active calls of the source: *; ? = inconclusive; . = no result given.
MOR-DOR ag	Wnt bcat act	Cardiac RTF inh	V-ATPase pHluor	cardiac RTF act	OPRM1-OPRD1 inv	Pemphigus Ab inh	LANA DNA inh	Arr AP2 block	Keap1-Nrf2 PPI	Compound
-4.3	-6	-14	1	-4	21	.	0.9	0	-3	CC(=O)N1CCC(N(CCN2CCOCC2)C(=S)Nc2cc(C)ccc2C)CC1
-3.4	0	-3	-1	0	13	105	-0.1	30	0	CN(CC(=O)Nc1cccc(F)c1)C(=O)CCN1C(=O)C2CC=CCC2C1=O (centres undefined)
-1.9	18	-5	6	-2	9	104	2.8	19	1	CC(C)Sc1cc(Cl)nc(NC(=O)Nc2ccccc2)n1
-3.0	-3	0	1	-2	16	102	0.1	-3	-2	COc1ccc(N(CC(=O)Nc2ccc(Cl)cc2)S(=O)(=O)c2c(C)n[nH]c2C)cc1
-2.7	1	-6	-1	2	13	101	0.9	10	3	O=S(=O)(c1ccccc1)N1CCC(Oc2ccc(-n3cnnn3)cc2)CC1
0.3	2	-3	-3	-9	-2	101	.	11	.	CSc1ccc(S(=O)(=O)NCC(=O)OCC(=O)N(C)C2CCCCC2)cc1[N+](=O)[O-]
0.7	-1	-5	-3	-2	-4	100	-1.6	6	-2	CCc1nnc(NC(=O)c2cc(C)nc3ccccc23)s1
-0.3	.	-4	-1	-2	2	101	0.1	-1	-2	CCC(=O)Nc1ccc(C(=O)OCc2ccccc2Cl)cc1
-0.9	1	1	4	1	4	.	-0.4	10	-6	COC(=O)C(=Cc1ccccc1[N+](=O)[O-])C(=O)OC
-0.6	.	-30	0	-4	4	106	1.5	7	-2	Cc1ccccc1S(=O)(=O)Cc1ccc(C(=O)NCCN2CCN(Cc3ccccc3)CC2)o1
-3.5	.	-16	2	1	19	104	0.4	-2	0	NC(N)=NS(=O)(=O)c1ccc(NC(=S)NC(=O)c2sc3ccccc3c2Cl)cc1
-1.6	-4	-5	-1	-2	8	104	-1.4	0	-6	O=C(OCC(=O)N1CCOCC1)c1cc(-c2ccccc2)nc2ccccc12
-0.1	-3	-14	-1	5	0	106	1.9	25	6	Cc1ccc(NC(=O)COc2ccc(N(C)C(=O)C(C)(C)C)cc2)cc1S(=O)(=O)N1CCCCC1
-2.5	4	0	-1	-4	10	97	-1.7	3	-5	O=C(NCCCN1CCCC1=O)c1cc2ccccc2o1
-1.6	.	-1	-2	-1	8	121	2.1	12	3	Cc1onc(-c2c(F)cccc2Cl)c1C(=O)N1C=CC(C(F)(F)Cl)=NCC1
-2.7	-2	0	0	3	14	108	-1.4	45	1	CC(=O)Nc1ccc(S(=O)(=O)NC(C)c2ccccc2)cc1 (centres undefined)
-1.6	.	-4	-2	-1	9	102	-0.5	1	-4	COCCn1c(SCC(=O)Nc2nnc(C)s2)nnc1-c1ccncc1
-1.0	.	-3	0	3	5	95	-0.3	-6	0	O=C(Nc1ccc(N2CCOCC2)cc1)C1CCCN(S(=O)(=O)c2cccc(C(F)(F)F)c2)C1 (centres undefined)
-2.5	3	-9	0	6	14	94	1.3	0	-6	O=C(Nc1cccc(-c2cnc3ccccc3n2)c1)c1ccco1
-1.4	-7	-7	-1	9	8	103	1.6	2	2	COc1ccc(C)cc1NC(=O)COC(=O)C1CC1

# (cont.)
MOR-DOR ag	Wnt bcat act	Cardiac RTF inh	V-ATPase pHluor	cardiac RTF act	OPRM1-OPRD1 inv	Pemphigus Ab inh	LANA DNA inh	Arr AP2 block	Keap1-Nrf2 PPI	Compound
-1.8	-2	-10	-18	2	10	101	0.6	36	-2	COc1ccc(S(=O)(=O)N2CCCOC2CNC(=O)C(=O)NC2CCCC2)cc1 (centres undefined)
-1.1	1	-15	0	0	5	112	2.3	-19	-4	COc1ccc(/C=C2\SC(N)=NC2=O)cc1
3.5	-2	8	6	-6	-21	.	-1.4	0	-2	CSc1nc(-c2ccco2)cc(C(F)(F)F)c1C#N
-0.6	.	-8	3	-1	3	100	-0.5	4	-2	Cc1ccc(NC(=O)COc2ccc(S(=O)(=O)N3CCOCC3)cc2)cc1
1.5	.	-3	4	3	-7	101	-0.2	14	9	Cc1ccnc(NC(=O)Nc2cccc(F)c2)c1
0.4	-3	-2	-1	-6	-2	.	1.5	4	-3	O=C(Cn1nnc(-c2ccc3c(c2)OCO3)n1)NCc1ccccc1
-0.5	7	-83	2	10	3	102	0.6	-4	-1	COc1ccc(N2C(=O)CC(c3ccccc3)CC2=O)cc1
.	-11	11	12	-3	.	110	-0.2	0	-5	Cc1ccc(-c2csc(N3CCN(c4cc5c(cc4Cl)nc(C)n5CCN4CCCCC4)CC3)n2)cc1
-0.9	-1	3	0	-1	4	83	2.7	2	-2	Cc1cc(C)c[n+](-c2nc3ccccc3nc2[N-]S(=O)(=O)c2ccc(Cl)cc2)c1
1.3	3	3	-1	-2	-7	96	-1.6	-11	-4	COc1cccc(C(=O)Nc2cccc(-c3ccccc3)c2)c1
-0.9	-2	-5	2	0	4	.	0.7	7	1	Cc1ccc(/C=N/n2nnnc2N)o1
-0.1	-3	-4	13	6	1	.	2.2	2	-7	COc1ccc(CC(NC(C)=O)C(=O)N2CCN(C(=O)Nc3cccc(Cl)c3)CC2)cc1OC (centres undefined)
-4.0	1	-15	2	8	18	112	0.6	-1	3	CCOC(=O)Cn1cnc2c(nnn2-c2cccc(Cl)c2)c1=O
-1.3	-2	-7	0	-3	7	120	-0.1	-5	-6	Cc1ccc(N(C(=O)CNC(=O)c2ccco2)C(C(=O)NC2CCCCC2)c2ccncc2)cc1F (centres undefined)
-2.5	2	-67	-1	4	12	96	0.8	-12	0	O=C(Cc1ccc(F)cc1)N1CCN=C1SCc1cccc([N+](=O)[O-])c1
3.5	.	-1	-13	-5	-14	.	0.1	-1	1	O=c1c2ccccc2[nH]c(=S)n1C1CCCCC1
-2.8	0	-7	-1	4	14	88	1.1	-2	3	CCCOc1ccc(-c2nc(-c3ccc([N+](=O)[O-])cc3)cs2)cc1
-1.2	-1	2	-2	-5	7	111	0.9	26	3	CN(CCC1CCCCO1)C(=O)CCc1nnc(CCc2ccccc2)o1 (centres undefined)
-1.6	1	-4	-3	-1	6	.	-1.2	-12	2	Cc1ccccc1SCC(=O)OCC(=O)N1CC(=O)Nc2ccccc21
-0.7	24	-5	-4	6	3	113	0.5	-2	-4	O=C(CCl)NNc1nc(-c2ccccc2)c2cc(Cl)ccc2n1

# Next section:
MOR-DOR ag	Wnt bcat act	Cardiac RTF inh	V-ATPase pHluor	cardiac RTF act	OPRM1-OPRD1 inv	Pemphigus Ab inh	LANA DNA inh	Arr AP2 block	Keap1-Nrf2 PPI	Compound
-0.9	0	-1	-1	-6	5	95	-2.1	5	-4	O/N=C1\CCCc2oc3c(c21)CCCC3
-2.2	-2	-2	1	-2	9	100	-5.2	30	-3	CCOC(=O)c1c2n(c3ccc(O)cc13)CCCCC2
-1.1	0	-6	-3	-4	6	.	0.0	17	1	COc1cccc(CNS(=O)(=O)c2ccc3c(c2)oc(=O)n3C)c1
-2.1	17	0	-5	-3	10	95	-0.4	41	-4	C=C(C)CNC(=O)c1ccc2nc(Cc3ccc(OC)cc3)oc2c1
-1.1	1	-11	1	4	6	89	-1.2	8	3	Cc1cc2nc(SCCOC(=O)Nc3cccc(Cl)c3)nc(C)c2cc1C
-0.5	0	-7	-3	1	3	106	3.4	13	1	Cc1cc(NC(=O)CSc2ccc3nnc(CCNC(=O)c4ccccc4)n3n2)no1
4.1	10	5	7	13	-20	93	0.8	4	-4	CC(=O)Oc1ccc(C(=O)Nc2cccc(C(=O)c3cccc(NC(=O)c4ccc(OC(C)=O)cc4)c3)c2)cc1
-2.3	?	-6	-1	1	10	94	1.5	-11	0	Cc1cccc(C(=O)NCCc2ccccc2)c1
-1.6	-1	-2	0	3	7	98	0.3	-14	0	CN(C)C1N(C(=O)c2ccccc2)N=C2c3ccccc3S(=O)(=O)N21 (centres undefined)
3.2	.	9	-4	3	-19	104	0.8	-5	-8	C/C=C(/C)C(=O)OC1CC(C)(C)C[C@H]2C3=CC[C@@H]4[C@@]5(C)CCC(O[C@@H]6O[C@@H](C(=O)O)[C@@H](O)C(O[C@@H]7OC[C@H](O)[C@@H](O)[C@@H]7O[C@@H]7OC(CO)C(O)[C@@H](O)[C@@H]7O)C6O[C@@H]6OC(CO)C(O)C(O)C6O)[C@@](C)(CO)[C@@H]5CC[C@]4(C)[C@]3(C)CC(O)[C@@]12CO (some centres undefined)
-2.4	-1	-7	4	-4	12	116	0.5	-2	-4	O=C(O)c1ccc(NS(=O)(=O)c2cccc(C(=O)Nc3ccc([N+](=O)[O-])cc3)c2)cc1
-0.9	-1	2	0	3	5	114	-1.4	6	-3	CC(C)CC(=O)N1CCN(C(=O)c2ccc(F)cc2)CC1
0.6	29	2	1	12	-3	97	-0.1	43	1	Cc1ccc(C)c(C(=O)COc2ccccc2[N+](=O)[O-])c1
-0.6	-1	-2	-1	-4	4	106	0.4	7	-6	O=C(NCc1cccnc1)c1ccc(-c2cc(Cl)ccc2Cl)o1
-3.7	-4	0	-3	2	19	105	-0.8	-8	2	CC(C)c1ccc(OCC(O)CN2CCCC2)cc1 (centres undefined)
1.0	21	-2	-1	5	-6	101	-0.2	3	5	CC(C)=CC(=O)Nc1nnc(-c2ccccc2)s1
-2.0	.	-13	-3	1	12	101	-0.4	.	-1	COC(=O)c1ccc(CSc2ncnc3c2nnn3-c2ccc(OC)cc2)o1
-3.1	1	-3	1	-5	16	108	0.3	-9	-2	COc1ccc(NC(=O)CSc2nc3sc4c(c3c(=O)n2-c2ccc(OC)cc2)CCN(C)C4)cc1
6.7	27	-4	-2	-5	-31	107	1.6	8	-4	COc1ccc(CCNC(=O)COc2cc(=O)n(C)c3ccccc23)cc1OC
0.4	.	-8	-1	-6	-2	69*	-1.3	11	-7	CC(=O)c1ccc(NC(=O)c2cn(-c3ccccc3)nc2-c2ccncc2)cc1
-2.8	-1	6	0	-1	16	107	-0.4	-5	-3	CCOC(=O)CCC(=O)N1CCOCCN(C(=O)CCC(=O)OCC)CCOCC1
-0.1	-2	5	2	5	1	109	3.0	5	-2	Cc1occc1C(=O)N1CCN(C(=O)C2CCCO2)CC1 (centres undefined)
